Autophagy HCS – autophagy modulation, high-content screen | 190,000 compounds, 0.98% hits | AID 463193 | calls only at 10 µM (by protocol) | MEF GFP-LC3 puncta imaging; test concentration mostly 10 µM;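 active = percentage of spot-positive cells more than 3 SD above its plate mean, without a fluorescence outlier flag or 80% toxicity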;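 note: spot-positive cell cutoff set from DMSO-treated cells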
Dynein transport – blocks dynein driven cargo transport along microtubules; AID 1381; 220,000 compounds, 0.47% hits; 3617.4 mouse cells, GR-EGFP nuclear translocation imaging; test concentration mostly 20 µM; stimulated with dexamethasone, 1 µM; stronger effect = lower value; z-score, hits read low;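 active = plate z-score of nuclear minus cytoplasmic receptor signal below a set negative limit, without overly bright fluorescence or cell loss, cut at about -3.5 in these data, passing the limit was not always enough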;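 note: z-score of nuclear minus cytoplasmic ring GR-EGFP intensity difference per well; some compounds called inactive have numbers as strong as hits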
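Schedule: 48 h induction, then 1 h compound, then 30 min agonist, 37 °C. Buffer or medium: tetracycline-free induction medium containing charcoal-stripped FBS. Reagent: 1.0 µM final dexamethasone stimulus. Evaluation: nuclear versus cytoplasmic GR-EGFP signal, averaged per well. Signal: high-content fluorescence imaging after fixation.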
Insulin prom up – MIN6 insulin promoter up-regulation. MIN6 insulin promoter-GFP reporter, high-content imaging; stronger effect = higher value. z-score at 5 µM. 190,000 compounds, 0.3% hits. AID 1625;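 active = z-score above 3 at 5 µM with at least 500 cells counted in the well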
WT yeast gro inh – growth inhibition of WT yeast, mitochondrial fusion screen; inhibition, % at 10 µM; 190,000 compounds, 2.1% hits; mitochondrial fusion phenotypic screen, WT strain; in the data active = inhibition above about 58%; tested in S. cerevisiae
b-catenin transl – alters nuclear translocation of beta-catenin in HeLa cells. nuclear translocation activity, % at 5 µM. immunofluorescence imaging. 190,000 compounds, 0.3% hits;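 active = nuclear translocation activity above 50% at 5 µM, with a well cell count of 50 or more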;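 note: per-cell ratio of nuclear to cytoplasmic median beta-catenin stain intensity; plate controls were DMSO negative control for no effect and GSK-3 inhibitor IX positive control for full effect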
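Test system: human HeLa cells, endogenous beta-catenin. Times: 24 h compound exposure, 37°C. Measured by: beta-catenin immunofluorescence imaging with DAPI.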
human PMI inhibitors – MPI inhibition at elevated mannose 6-phosphate – biochemical, fluorescence intensity, high mannose 6-phosphate, primary screen (AID 1220); inhibition, % at 20 µM, or IC50 in µM where a hit was titrated; 190,000 compounds, 0.66% hits; recombinant PMI enzyme, coupled fluorescence intensity; higher % means a stronger effect
human PMI inhibition – MPI enzyme activity inhibition – biochemical, fluorescence intensity, coupled assay, primary screen (AID 1209); inhibition, % at 20 µM; hits with a dose series show IC50 in µM; 190,000 compounds, 0.42% hits; purified PMI enzyme, coupled fluorescence intensity; higher % means a stronger effect;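 note: plate controls were DMSO vehicle for no effect and wells lacking substrate for full effect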
Yfh1-off respiration – mitochondrial function rescue without frataxin homolog – Friedreich's ataxia, plus single-dose screen, dose response (AID 1465); 220,000 compounds, 0.074% hits; S. cerevisiae Yfh1-off respiration, WST-1 reduction, 72 h; higher fold induction means a stronger effect; fold induction at 50 µM, or EC50 in µM where a hit was titrated;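 active = fold induction of absorbance versus untreated yeast above a set limit, then at least 30% activation at any dose in follow-up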;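 note: activators that raise dye reduction in frataxin-depleted yeast; strong numbers were not always called active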
MT stabilize HCS – stabilizes microtubules in HeLa cells; HeLa tubulin immunostaining HCS, 24 h; share of cells brighter than vehicle mean+2SD; % tubulin-high responders, % at 10 µM; 200,000 compounds, 0.83% hits;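 active = plate Z-score above 3 for both tubulin-high and condensed-nucleus cell shares, with cell loss under 80%, at 10 µM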;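 note: anti alpha tubulin signal scored within the nucleus-defined area of each cell; some results filed as inactive read as strong as hits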
WT yeast gro inh mutant strain – recorded beside WT yeast gro inh, whose call it bears; inhibition, %; mitochondrial fusion phenotypic screen, mutant strain inhibition
Dynein transport cytoplasmic EGFP – recorded beside Dynein transport, whose call it bears; z-score; measured here: cytoplasmic GR-EGFP intensity; stronger effect = higher value
Dynein transport nuclear GR-EGFP – recorded beside Dynein transport, whose call it bears; z-score; measured here: nuclear GR-EGFP intensity;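 lower value marks the stronger effect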
Dynein transport cell count – recorded beside Dynein transport, whose call it bears; z-score; measured here: cell count per field
Insulin prom up cell count – also measured in Insulin prom up; calls as there; cell count; measured here: cytotoxicity, nuclei count;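 total cells summed across four imaged fields per well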
b-catenin transl cell count 5 µM – further read-out of b-catenin transl, marked with its call; cell count; measured here: cell count, cytotoxicity flag
MT stabilize HCS Hoechst-high % – second read-out of MT stabilize HCS, no call of its own (marks repeat the call); % Hoechst-high responders; measured here: nuclear condensation Hoechst responders;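 share of cells brighter than vehicle mean plus two SD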
MT stabilize HCS cytotoxicity % – second read-out of MT stabilize HCS, no call of its own (marks repeat the call); toxicity, %; measured here: cytotoxicity by cell density;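 0% = mean cell density of plate MIN control wells and 100% = no cells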
Autophagy HCS cell loss 18 h – recorded beside Autophagy HCS, whose call it bears; toxicity, %; measured here: cell loss, nuclei count;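 cell loss after 18 h compound exposure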
Starred values were filed as active, the others as inactive; i = inactive; nt = no result given. Cut-off read from the data, not from the text of the source, unless noted: active = inhibition above about 50%; inactive = the rest. Rows were taken by chance; overall some 5% were active at least once.

No.	canonical_smiles	Dynein transport cytoplasmic EGFP	Autophagy HCS cell loss 18 h	b-catenin transl cell count 5 µM	Dynein transport cell count	Dynein transport	Autophagy HCS	WT yeast gro inh mutant strain	MT stabilize HCS Hoechst-high %	Yfh1-off respiration	Insulin prom up	human PMI inhibitors	MT stabilize HCS	Insulin prom up cell count	WT yeast gro inh	MT stabilize HCS cytotoxicity %	b-catenin transl	human PMI inhibition	Dynein transport nuclear GR-EGFP
1	Cc1c(/C(O)=C2/C(=O)C(=O)N(Cc3cccnc3)C2c2ccccn2)cnn1-c1ccccc1 (stereo unspecified)	-0.32	-1	1448	0.75	-0.37	i	11	2.6	i	-1.7	12%	2.8	1421	-3	5.6	0.1	0%	0.079
2	COc1ccc(NC(=O)CC23CC4CC(CC(C4)C2)C3)cn1	-0.35	6	1064	2.1	-1.2	i	8	1.0	i	nt	4%	4.5	nt	-7	0.1	2.0	5%	-0.59
3	COc1ccc(/C=C2\SC(=O)N(CCNC(=O)C3CC4C=CC3C4)C2=O)cc1 (stereo unspecified)	-0.39	8	1079	1	-0.43	i	29	2.1	i	-0.75	4%	3.1	1239	-2	9.8	1.2	7%	-0.076
4	COc1ccc(CS(=O)(=O)/C(Cl)=C(/Cl)C(=O)Nc2ccc(OC)nc2)cc1	4.4	15	nt	-0.77	-4.6	i	21*	0.5	i	-2.4	1%	0.9	581	63*	1.9	nt	1%	-2.1
5	COc1ccc(-c2cc(C(=O)Nc3c(C)nn(Cc4ccccc4Cl)c3C)no2)cc1	-0.21	29	nt	0.39	0.51	i	-5	1.5	i	0.06	-4%	0.9	934	7	1.5	nt	-6%	0.65
6	CCOC(=O)C1=C(C)NC(=S)NC1c1ccsc1 (stereo unspecified)	-0.19	-15	1082	0.7	-0.92	i	11	1.2	i	-0.1	21%	2.5	1516	3	4.1	1.0	21%	-0.26
7	CSCC[C@H](NC(=O)Nc1cccc(C(F)(F)F)c1)C(=O)O	-0.22	3	1169	0.15	0.18	i	1	3.6	i	0.76	-9%	8.3	1138	1	7.1	-3.9	-1%	0.39
8	COc1ccc(C2C3=C(CC(C)(C)CC3=O)N(C)C3=C2C(=O)CC(C)(C)C3)cc1	-0.26	24	1085	0.25	-0.16	i	2	1.8	i	-0.05	-17%	5.8	1210	-11	10	-1.2	-13%	-0.25
9	COc1cc(C(=O)N2CCN(S(=O)(=O)c3cccs3)CC2)cc(OC)c1C	-0.27	3	1148	0.46	-0.4	i	25	3.3	i	-0.22	-3%	3.7	1258	0	11	-2.1	6%	0.22
10	CCOC(=O)CN(C(=O)Cn1nnc2ccccc21)C(C(=O)NCCOC)c1ccccc1 (stereo unspecified)	-0.059	-11	1141	0.059	0.58	i	-8	2.7	i	0.37	-4%	1.2	1261	-2	9.4	-0.4	-4%	0.31
11	CCOC(=O)C(NC(C)=O)(Nc1ccc(S(=O)(=O)Nc2cc(C)nc(C)n2)cc1)C(F)(F)F (stereo unspecified)	-0.14	-10	829	-0.037	-1.1	i	11	2.4	i	0.13	2%	5.4	1443	8	9.7	-0.8	1%	-0.15
12	COc1ccc(-c2csc(Cc3nc(O)cs3)n2)cc1	-0.24	13	1105	0.36	-0.48	i	24	1.3	i	-0.32	1%	1.8	1149	34	0.8	-0.3	2%	-0.25
13	Cc1ccc(-c2nn(CCC(=O)O)cc2/C=C\C(=O)c2ccc(Br)cc2)cc1	0.44	16	1236	1.5	-1.8	i	-14	2.7	i	-0.51	-4%	2.7	1337	-10	4.5	1.1	2%	-0.87
14	Cc1nnc(SC(C)C)n(N)c1=O	0.16	12	1118	-0.14	-1	i	-14	2.1	i	-0.09	-15%	1.7	1283	-13	6.5	-2.6	-22%	-0.64
15	COc1ccc(C(=O)c2ccccc2)c(OCC(=O)NC2CC2)c1	-0.29	1	1038	0.068	-0.19	i	-18	1.3	i	0.23	-6%	2.2	1511	-49	6.7	-1.0	-7%	0.49
16	O=C(OCCOCCN=C1NS(=O)(=O)c2ccccc21)C1CC(=O)N(c2ccccc2)C1 (stereo unspecified)	-0.15	19	1271	0.96	-0.4	i	-2	1.6	i	-0.78	-3%	12	1310	-1	1.5	-3.9	4%	0.14
17	CC(=O)Oc1cc2c(cc1Cl)C(c1cccs1)CC1(CC(C)(C)NC(=S)N1)O2 (stereo unspecified)	-0.33	-2	1015	-0.0029	1.1	i	-6	0.7	i	-0.77	4%	3.2	1406	0	11	1.2	2%	0.33
18	Cn1c(N)cc(=O)n(Cc2ccccc2)c1=O	-0.31	30	nt	-0.11	0.76	i	-14	1.9	i	-5.2	5%	2.4	569	-20	3.7	nt	-3%	0.7
19	CC(=O)c1cccc(S(=O)(=O)N2CCC(n3nnc4cc(F)ccc43)CC2)c1	-0.26	3	1022	-0.67	0.57	i	-1	1.7	i	-0.16	1%	2.6	1707	-4	13	-1.7	2%	1
20	Cc1ccc(S(=O)(=O)N2C(=O)CCC2C(=O)NCc2ccco2)cc1 (stereo unspecified)	-0.19	-4	nt	-0.063	0.36	i	0	0.7	i	0.49	-4%	3.3	1285	-3	5.6	nt	0%	0.37
21	O=c1[nH]cnc(O)c1C(c1ccc2c(c1)OCO2)c1c(O)nc[nH]c1=O	-0.34	-2	1113	0.23	-0.85	i	0	2.6	i	0.37	0%	3.6	1607	-7	2.3	-5.2	-10%	-0.15
22	Cc1onc(-c2ccccc2)c1C(=O)N1CCCc2ccccc21	-0.21	nt	1044	0.11	-0.17	nt	-3	3.3	i	-0.7	11%	2.5	1337	-4	8.0	-4.6	7%	0.22
23	O=C(CCc1nnc(CCCCc2ccccc2)o1)NCCN1CCOC1=O	-0.33	11	982	0.8	-1.1	i	-7	2.5	i	0.4	-2%	3.2	1632	-1	6.7	-0.2	-2%	-0.42
24	COc1cccc(/C(O)=C2/C(=O)C(=O)N(CCN3CCOCC3)C2c2cccnc2)c1 (stereo unspecified)	-0.25	9	1151	-0.11	-0.35	i	1	1.5	nt	nt	-64%	4.9	nt	-15	3.8	-0.8	-39%	-0.55
25	CCN(CC)S(=O)(=O)c1ccc2oc(C(=O)N3CCOCC3)c(C)c2c1	-0.24	2	nt	0.24	-0.97	i	-5	1.3	i	0.05	-9%	4.2	1245	-3	0.3	nt	-7%	0.015

The list continues:
No.	canonical_smiles	Dynein transport cytoplasmic EGFP	Autophagy HCS cell loss 18 h	b-catenin transl cell count 5 µM	Dynein transport cell count	Dynein transport	Autophagy HCS	WT yeast gro inh mutant strain	MT stabilize HCS Hoechst-high %	Yfh1-off respiration	Insulin prom up	human PMI inhibitors	MT stabilize HCS	Insulin prom up cell count	WT yeast gro inh	MT stabilize HCS cytotoxicity %	b-catenin transl	human PMI inhibition	Dynein transport nuclear GR-EGFP
26	CC(C)CCNC(=O)CSc1nnc(-c2ccc(S(=O)(=O)N3CCCC3)cc2)n1C	-0.2	24	nt	0.66	-0.12	i	-5	1.7	i	0.75	8%	2.2	698	-10	7.3	nt	11%	0.043
27	Cc1ccccc1N1CCN(C2=NC(=O)/C(=C/c3cn[nH]c3-c3ccccc3)S2)CC1	-0.32	2	900	-0.16	0.12	i	-18	3.5	i	-0.3	0%	0.6	1238	-23	12	1.3	13%	-0.15
28	Cc1cccc(C2NC(c3cccc(C)c3)C([N+](=O)[O-])C(C)(C)C2[N+](=O)[O-])c1 (stereo unspecified)	-0.24	33	523	-0.25	0.12	i	16	1.7	i	-0.6	3%	3.1	1260	18	3.9	-1.0	11%	0.029
29	Cc1ccc(SCC(=O)NC(=O)NCc2ccco2)c(C)c1	-0.14	1	nt	0.17	-0.25	i	-7	1.4	i	0.65	5%	1.8	673	15	6.5	nt	7%	-0.045
30	CC(C)COP(=O)(CNC(=O)CN1C(=O)c2ccccc2S1(=O)=O)OCC(C)C	-0.027	-3	571	-0.18	0.076	i	-9	2.4	i	0.25	-4%	3.5	1210	-33	4.5	-4.7	-11%	0.77
31	COc1ccc2nc(N(CCN(C)C)C(=O)/C=C/c3cccs3)sc2c1	-0.25	-3	861	-0.34	0.4	i	17	3.8	i	1	9%	4.2	1204	-1	6.3	7.6	-2%	0.71
32	O=c1c2cnn(-c3ccccc3)c2nc(-c2cccs2)n1-c1ccc(Cl)cc1	-0.24	11	1298	-0.26	1.6	i	3	1.2	i	-0.6	0%	0.9	1577	8	3.1	0.0	-5%	0.45
33	O=C(CN1C(=O)C2C3C=CC(C4CC34)C2C1=O)OCC(=O)c1ccccc1 (stereo unspecified)	-0.33	-16	nt	0.95	-0.45	i	-1	3.4	i	0.52	10%	2.8	1444	-11	6.5	nt	9%	-0.67

Compound profiles, as listed above:
`O=c1c2cnn(-c3ccccc3)c2nc(-c2cccs2)n1-c1ccc(Cl)cc1` as listed: Dynein transport cytoplasmic EGFP = -0.24; Autophagy HCS cell loss 18 h = 11; b-catenin transl cell count 5 µM = 1298; Dynein transport cell count = -0.26; Dynein transport = 1.6; Autophagy HCS = i; WT yeast gro inh mutant strain = 3; MT stabilize HCS Hoechst-high % = 1.2; Yfh1-off respiration = i; Insulin prom up = -0.6; human PMI inhibitors = 0%; MT stabilize HCS = 0.9; Insulin prom up cell count = 1577; WT yeast gro inh = 8; MT stabilize HCS cytotoxicity % = 3.1; b-catenin transl = 0.0; human PMI inhibition = -5%; Dynein transport nuclear GR-EGFP = 0.45
`CC(C)COP(=O)(CNC(=O)CN1C(=O)c2ccccc2S1(=O)=O)OCC(C)C` as listed: Dynein transport cytoplasmic EGFP = -0.027; Autophagy HCS cell loss 18 h = -3; b-catenin transl cell count 5 µM = 571; Dynein transport cell count = -0.18; Dynein transport = 0.076; Autophagy HCS = i; WT yeast gro inh mutant strain = -9; MT stabilize HCS Hoechst-high % = 2.4; Yfh1-off respiration = i; Insulin prom up = 0.25; human PMI inhibitors = -4%; MT stabilize HCS = 3.5; Insulin prom up cell count = 1210; WT yeast gro inh = -33; MT stabilize HCS cytotoxicity % = 4.5; b-catenin transl = -4.7; human PMI inhibition = -11%; Dynein transport nuclear GR-EGFP = 0.77

Source: PubChem BioAssay (several laboratories)
